High-throughput results: PubChem BioAssay, National Center for Advancing Translational Sciences (NCATS)
KCNH2 3.1 block – KCNH2 3.1 (human) potassium channel inhibition | 0.95% of 340,000 active | U2OS KCNH2 3.1, thallium flux FluxOr; active compounds read low | AID 720553 | activity change, % (tested at about 1.8 µM);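 active = maximum activity change below -70%; inconclusive = maximum activity change from -70% to -50%; inactive = maximum activity change above -50%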;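 also: thallium influx rate constant from kinetic fluorescence after stimulation buffer; % is scaled to controls: 0 for no effect and ±100 for the full control effect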
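Kinetic fluorescence (2 min after stimulation buffer) measures Tl+ influx through KCNH2 3.1 expressed by viral transduction in U2OS cells; the rate constant is normalized against DMSO controls serving as positive and negative references.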
TRPV1 ag – human TRPV1 agonism | Q8NER1 | TRPV1-expressing cells, Fluo-8 calcium influx, agonist mode | AID 540275 | activation, % at 8.33 µM | 0.19% of 320,000 active; in the data active = activation above about 80%; inconclusive = between about 30% and that limit; also: 0% is about no effect
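Fluo-8 calcium influx in TRPV1-expressing cells, kinetic read (ex 480/em 520 nm). Compound added and read 3 min for agonist activity, followed by capsaicin at EC20 final and 2 min further read for enhancement.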
USP2a block – blocks human ubiquitin-specific protease USP2a. AID 463254. O75604. 0.01% of 330,000 active. Potency, µM (titrated, usually from 38.3 µM), without a hit: at the highest dose activity change, negative = inhibition, most hits filed as inhibitors. USP2 core, Ub-CHOP2 coupled fluorogenic reporter, 485/531;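 also: potency is read from the fitted curve at half-maximal effect; plate controls were DMSO wells for no effect and full inhibition by NEM control for full effect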
Target sequence (O75604 whole entry, looked up): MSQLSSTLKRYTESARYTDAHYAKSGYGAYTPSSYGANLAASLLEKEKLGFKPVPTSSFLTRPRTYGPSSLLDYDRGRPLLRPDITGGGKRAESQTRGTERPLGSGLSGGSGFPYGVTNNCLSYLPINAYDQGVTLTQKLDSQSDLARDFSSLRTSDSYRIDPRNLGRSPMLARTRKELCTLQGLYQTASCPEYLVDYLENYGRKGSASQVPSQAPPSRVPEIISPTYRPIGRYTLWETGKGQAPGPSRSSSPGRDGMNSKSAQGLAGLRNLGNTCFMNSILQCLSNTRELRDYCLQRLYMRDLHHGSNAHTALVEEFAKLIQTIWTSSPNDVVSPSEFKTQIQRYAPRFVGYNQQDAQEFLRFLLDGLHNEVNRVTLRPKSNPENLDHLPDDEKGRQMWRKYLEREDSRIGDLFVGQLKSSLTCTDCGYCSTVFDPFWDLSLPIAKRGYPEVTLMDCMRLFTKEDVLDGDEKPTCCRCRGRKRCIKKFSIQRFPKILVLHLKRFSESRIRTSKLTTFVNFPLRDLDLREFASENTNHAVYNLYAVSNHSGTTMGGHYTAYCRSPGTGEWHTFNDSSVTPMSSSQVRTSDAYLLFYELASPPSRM
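USP2 core (10nM final) preincubated 30min RT with compound in 20mM Tris-HCl pH 8.0, 2mM CaCl2, 2mM beta-mercaptoethanol, 0.05% CHAPS; 25nM Ub-CHOP2 plus 25nM reporter substrate added, fluorescence (Ex485/Em531) read after 60min.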
TCR activator – activators of T cell receptors; primary human leukocytes, anti-CD3, IL-2 HTRF, 48 h; Potency, µM (top dose mostly 9.22 µM), without a hit: at the top dose activation of IL-2 secretion, usual class: activators; 330,000 tested, under 10 active; AID 504894; also: % of control where 0% means no effect
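Activity was scored as IL-2 release from primary human leukocytes given only a TCR signal (a-CD3 beads) plus compound for 48 hr. Detection used a two-antibody HTRF format read at 665nm.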
Eya2 inh – blocks the phosphatase activity of human Eya2; O00167; recombinant Eya2, OMFP fluorescence dephosphorylation (OMFP is methylfluorescein phosphate); Potency, µM (titrated, usually from 76.9 µM), without a hit: at the highest dose activity, negative = inhibition, usual class: inhibitors; 0.006% of 330,000 active; AID 488837; also: potency is read from the fitted curve at half-maximal effect; % is scaled to controls: 0 for no effect and ±100 for the full control effect
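Eya2 (0.2 uM) preincubated 10 min at ambient with compound, then OMFP substrate added at 50 uM; 10 min reaction in 50 mM HEPES pH 7.5, 50 mM NaCl, 5 uM MgCl2, 0.05% BSA, 1 mM DTT. Fluorescence read at Ex 485/Em 525 nm.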
ELG1 DNA repair – inhibitors of ELG1-dependent DNA repair in HEK293T cells; HEK293T ELG1-luciferase reporter, luminescence, 16 h; DNA damage induced by 5-fluorouridine; AID 504467; 2.3% of 330,000 active; Potency, µM (highest dose often 46.1 µM), inactives show at the highest dose activity change, negative = inhibition, usual class: inhibitors; also: potency is read from the fitted curve at half-maximal effect; % is scaled to controls: 0 for no effect and ±100 for the full control effect; nearly all actives have a fitted effect of over 55% in size
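5-Fluorouridine DNA damage + compound/DMSO, 2,000 cells/well, 16 h, 37 °C/5% CO2. ONE-Glo, 30 min RT, luminescence. Readout = decrease in reporter signal.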
A-T KAP1 phos – candidate therapy for ataxia-telangiectasia | 0.19% of 320,000 active | Potency, µM (top dose mostly 57.5 µM), for the others: at the top dose activation, actives largely listed as activators | […] A-T fibroblasts, KAP-1 phosphorylation AlphaLISA; neocarzinostatin DNA damage 30 min before lysis; also: potency is read from the fitted curve at half-maximal effect; % of control where 0% means no effect; nearly all actives have a fitted effect of over 45% in size
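hTERT-immortalized A-T patient fibroblasts ([…]), 500 cells/well in OPTI-MEM, 1% FBS, got compounds for 60 min, then NCS for 30 min at 37C. Lysates were then assayed for phospho-KAP-1 by AlphaLISA (anti-pKAP1 donor, anti-KAP1 acceptor beads), 6 hr at 25C.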
Mito fusion act – blocks mitochondrial division or promotes mitochondrial fusion; Potency, µM (doses to about 46.1 µM), inactives show top-dose growth rescue (activation), most hits filed as activators; S. cerevisiae fusion-defective mutant growth rescue, CellTiterGlo 48 h; AID 485298; 0.23% of 320,000 active;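 also: potency is read from the fitted curve at half-maximal effect; % of control where 0% means no effect; nearly all actives have a fitted effect of over 45% in size; temperature-sensitive fusion mutants such as fzo1-1 at 37 °C on non-fermentable ethanol glycerol medium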
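Luminescent cell viability in 1536-well qHTS format served as the measure of rescued growth in ts fusion-mutant S. cerevisiae cultured on non-fermentable YPEG for 48 hours at 37C.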
TSHR antag – human thyrotropin receptor antagonism; TSHR-expressing cells, TSH-stimulated cAMP HTRF, 2 h; active compounds read low; activity change, negative = inhibition, % at 11.5 µM; 0.2% of 330,000 active; AID 504810;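 active = activity change below a set negative limit, meaning inhibition stronger than a set level, cut at about -70% in these data; inconclusive = activity change between two set negative limits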; also: % is scaled to controls: 0 for no effect and ±100 for the full control effect
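Cell-based HTRF cAMP assay; TSHR cells + compound, TSH EC80 (4nM final), 2 h, 37 deg C. Lysis with anti-cAMP cryptate and cAMP-d2, 30 min RT, read 665/620 nm.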
KCNH2 WT inh – KCNH2 (human, wildtype) channel inhibition | Q12809 | U2OS, BacMam KCNH2, thallium flux FluxOr; active compounds read low | activity change, % at 1.84 µM | 0.37% of 340,000 active | AID 720551;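 active = maximum activity change below -70%; inconclusive = maximum activity change between -70% and -50%; inactive = maximum activity change above -50%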; also: % is scaled to controls: 0 for no effect and ±100 for the full control effect
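U2OS cells were transduced with wild-type KCNH2 virus (2.03 x 10^8 / mL) for 4 h at room temperature, then cultured overnight at 37 C. Thallium flux was read with FluxOr dye. Rate constants were normalized to DMSO controls.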
* marks the source's active call; other numbers are inactive results; i = inactive; u = inconclusive; x = not tested or not shown; [ ] = remark or other dose. Unless noted, calls follow the shape of the dose curve; as a rule, active = well fitted curve in the direction sought with a large enough effect; inconclusive = small, poorly fitted or top-dose-only effect, or another doubt; inactive = no such curve, though single readings can be large; an effect the other way counts as inactive or inconclusive.

SMILES	KCNH2 3.1 block	TRPV1 ag	USP2a block	TCR activator	Eya2 inh	ELG1 DNA repair	A-T KAP1 phos	Mito fusion act	TSHR antag	KCNH2 WT inh
O=C(COc1cccnc1[N+](=O)[O-])Nc1ccc2c(c1)CCC2	6	20	0%	0%	10%	u	-18%	2%	-5	-7
Cc1ccc(-c2nc(Cl)nc3ccccc23)cc1	15	10	-5%	1%	1%	1%	3%	-2%	-8	i
O=C(Oc1ccc(C(=S)N2CCCCC2)cc1)c1ccccc1F	-3	-5	2%	0%	-2%	13%	13%	-9%	3	-7
CC(=O)c1cn(CC(=O)NCc2ccc3c(c2)OCO3)c2ccccc12	-12	-4	0%	3%[46.1 µM]	-22%	u	5%	-5%	-6	-18
COc1ccc(CNC(=O)COC(=O)CCC2CCCCC2)cc1	4	u	2%	10%[46.1 µM]	-5%	5%	-2%	6%	-7	-13
CN1CCN(CC(=O)Nc2ccc(OC(F)(F)F)cc2)CC1	-3	0	-16%	4%	-17%	9%	u	1%	31	48
COCCn1nnnc1C(C(C)C)N1CCCC(C)C1 (stereo not drawn)	-44	1	-1%	9%	-3%	2%	3%	-1%	-4	-15
COc1ccc2[nH]c3c(c2c1)CCN1C(=O)C(CC(=O)NCC24CC5CC(CC(C5)C2)C4)C[C@H](C(=O)N2CCOCC2)[C@@]31C (stereo partly drawn)	-31	x	0%	-14%[46.1 µM]	1%	u	11%	x	-14	1
COc1ccc(N=C2SC(C(=O)N3CCN(c4ccc([N+](=O)[O-])cc4)CC3)CC(=O)N2C)cc1 (stereo not drawn)	2	0	2%	-3%	2%	u	-8%	2%	-2	-19
CCOc1ccc(N(C)S(=O)(=O)c2ccc(-c3ccc(=O)[nH]n3)s2)cc1	-1	0	2%	1%	-7%	11%	8%	2%	14	1
O=C(c1cccc(F)c1)N1CCN(c2cc(N3CCCCC3)c(F)cc2[N+](=O)[O-])CC1	8	6	4%	3%	-7%	u	-11%	13%	-8	-25
COC(=O)[C@H](CCSC)NC(=O)NCCC1=CCCCC1	12	27	1%	x	11%	13%	-3%	5%	-2	-3
COc1ccc(-c2[nH]ncc2CN2CCN(c3ccc(F)cc3)CC2)cc1	-41	-2	-2%	5%	-6%	u	-2%	5%	7	-6
COc1cccc(/C=N/Nc2cc(-n3nc(C)cc3-c3ccccc3)ncn2)c1O	-5	-11	-8%	-4%[46.1 µM]	-17%	5.2µM*	-21%	0%	-17	5
O=C(NCc1ccc(F)cc1)C(c1ccco1)N(C(=O)c1csnn1)c1ccccc1 (stereo not drawn)	-1	4	-2%	0%	-4%	-7%	-5%	-6%	2	0
COCCCNC(=O)c1cc(C(=O)c2c(-c3c(Cl)cccc3Cl)noc2C)c[nH]1	-2	3	1%	2%	5%	-23%	-11%	-2%	-7	5
CC(C)Cn1cnc2c(=O)oc3ccccc3c21	-2	3	3%	0%	-4%	1%	-4%	-2%	-10	14
O=S1(=O)[C@H]2C[C@@H]3C=C[C@@]2(CN1Cc1cccc(Cl)c1)O3	4	4	1%	-5%	17%	-15%	14%	1%	28	-11
CCOC(=O)CNC(=O)CSc1nnc(-c2cccc(C)c2)n1-c1ccc(OC)cc1	-4	-5	-1%	-5%	-14%	-18%	x	4%	12	-13
COc1cc(C)c(S(=O)(=O)n2nnc3ccccc32)cc1C	-5	-1	2%	-3%	-1%	9%	-1%	1%	4	-21
COc1ccc(C(CNC(=O)CSc2ccccc2F)N2CCOCC2)cc1 (stereo not drawn)	21	4	-1%	-1%	-2%	2%	7%	5%	13	1
O=C(CCN1C(=O)c2ccccc2C1=O)C1=NN[C@@H]2C(=O)N(c3cccc(F)c3)C(=O)[C@H]12	x	3	-2%	3%[46.1 µM]	2%	3%	3%	-9%	-7	2
Cn1ncc(N=Cc2ccccc2O)c1C(=O)Nc1ccccc1	-8	0	0%	-1%	-2%	9%	-2%	0%	-7	-9
CC(C)NC(=O)CSc1nncn1-c1ccccc1	-3	-5	0%	1%	6%	7%	-7%	0%	16	8
Cc1ccc(OCCCNCCO)c(Br)c1	1	15	-2%	0%	8%	26%	x	1%	-1	-2
COc1ccc(/C(O)=C2\C(=O)C(=O)N(Cc3ccco3)C2c2cc(OC)ccc2OC)cc1 (stereo not drawn)	-2	4	9%	x	10%	7%	1%	1%	-2	5
CCN(c1ccc(NC(=O)CCNC(=O)c2ccco2)cc1)C(C)C	4	4	3%	9%[46.1 µM]	1%	5%	-3%	1%	22	-2
Cc1cc2c(c(=O)n1-c1ccccc1)C1O[C@](c3ccsc3)(Cc3cc(C#N)ccc31)O2	x	i	0%[7.66 µM]	x	-8%[15.4 µM]	x	2%[11.5 µM]	4%[9.22 µM]	x	x
COc1ccc(Oc2c(O)c3ccccc3n(C)c2=O)cc1	20	0	3%	0%[46.1 µM]	13%	16%	1%	u	3	37
COc1cccc(C2=NN(C(=O)c3ccco3)C(c3ccco3)C2)c1 (stereo not drawn)	23	8	3%	-3%	-6%	21%	10%	12%	-3	4

Copied from the list:
COc1cccc(C2=NN(C(=O)c3ccco3)C(c3ccco3)C2)c1 (stereo not drawn) in A-T KAP1 phos: 10%
CCN(c1ccc(NC(=O)CCNC(=O)c2ccco2)cc1)C(C)C in A-T KAP1 phos: -3%

Next compounds
SMILES	KCNH2 3.1 block	TRPV1 ag	USP2a block	TCR activator	Eya2 inh	ELG1 DNA repair	A-T KAP1 phos	Mito fusion act	TSHR antag	KCNH2 WT inh
CCCc1cc(=O)[nH]c(SCC(=O)Nc2ccc(Cl)c(S(=O)(=O)N3CCOCC3)c2)n1	4	-4	1%	3%	9%	0%	9%	-4%	7	-23
O=C(COc1ccc(-c2ccccc2)cc1)N1CCN(S(=O)(=O)Cc2ccccc2)CC1	-75*	-2	-8%	-1%	-3%	u	6%	-1%	-5	-3
CC(=O)N/C(=C\c1ccccc1)C(=O)OC/C=C/c1ccccc1	0	-2	0%	-1%	-21%	-7%	6%	-3%	2	-6
Cc1ccc(NC(=O)Nc2ncccc2C)cc1	-15	-3	1%	-3%	-2%	u	18%	-3%	4	-4
COC(=O)CCC(=O)NNC(=O)CCC(=O)Nc1cccc(Cl)c1C	-13	0	-1%	6%	17%	7%	33%	-1%	5	-6
CCN1CCN(C(=O)c2cc3cc4ccc(OC)cc4nc3s2)CC1	11	0	-1%	-2%	15%	u	-2%	-1%	3	18
N#Cc1sc2nc(-c3ccccc3)cc(-c3ccco3)c2c1N	11	0	0%	-3%	7%	12%	13%	19%	-1	1
Oc1ccc(Cl)cc1-c1cc(-c2ccccc2)n[nH]1	13	3	0%	0%	-13%	19%	4%	u	-5	12
C[C@H](NC(=O)c1ccccc1Cl)C(=O)NCc1cccs1	7	1	2%	-6%	u	-7%	4%	7%	4	x
COc1ccc(S(=O)(=O)N2CCN(c3ccccc3OC)CC2)cc1C(=O)N1CCCCC1	2	1	0%	-3%	2%	-9%	-1%	18%	4	0
COc1ccc(NC(=O)c2cccc3c2C(=O)N(CC2CCCO2)C3)cc1OC (stereo not drawn)	-3	3	-2%	3%	u	u	5%	0%	-21	2
COc1ccc(-c2cc(C(F)(F)F)n3ncc(C(=O)NCC4CCCO4)c3n2)cc1 (stereo not drawn)	-24	4	4%	-8%	20%	u	-3%	-1%	-7	2
Cc1cc2c(c(=O)o1)C(c1cccs1)C(C#N)=C(N)O2 (stereo not drawn)	12	-3	-3%	2%[46.1 µM]	-3%	-8%	3%	-12%	-6	7
O=C1CCCC2=C1C(c1ccccn1)Nc1ccc(C(=O)c3ccccc3)cc1N2 (stereo not drawn)	-4	0	-1%	7%[46.1 µM]	4%	u	8%	1%	-5	1
CCN(Cc1ccccc1)S(=O)(=O)c1c(N)n(C)c(=O)n(C)c1=O	-23	-1	1%	4%	5%	0%	0%	0%	9	-24
CCCc1nnc(SCc2ccc(C(=O)OC)o2)n1N	-16	1	0%	0%	x	3%	-1%	1%	18	19
CCNc1ccc(C(=O)OCC(=O)NCc2ccccc2Cl)cc1[N+](=O)[O-]	-4	-2	5%	7%[46.1 µM]	-1%	-1%	5%	0%	-2	29
CCc1[nH]nc(C(=O)N/N=C/c2ccncc2)c1C	9	4	1%	-5%	-2%	u	-9%	-1%	1	-22
Cc1ccc(-n2c(=O)cc(N3CC(C)CC(C)C3)[nH]c2=O)cc1 (stereo not drawn)	3	u	2%	x	-4%	7%	-3%	1%	1	-8
O=C(c1ccc(C(F)(F)F)cc1)C1CCCN(C(=O)c2cnccn2)C1 (stereo not drawn)	8	1	-1%	-3%	7%	-3%	-6%	-2%	-9	3

A portion of the library; the hit share may differ from the screen's.
